EPAC2 agonist – agonists of human EPAC2 (RAPGEF4). Q8WZA2. EPAC2 activation, biochemical qHTS; response scale: 100% = 6.5 mM cAMP response. Potency, µM (highest dose often 154 µM), for the others: top-dose activation, usual class: activators. 360,000 compounds, 0.079% hits. AID 720711; note: nearly all actives have a fitted effect of over 50% in size
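Nucleotide exchange monitored as fluorescence drop when BODIPY-GDP leaves Rap1B. Reaction: 100 nM EPAC2, 250 nM RAP1B-BODIPY-GDP, 50 uM GDP, room temperature, kinetic read over 30 min. Activity expressed relative to 6.5 mM cAMP.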
EPAC1 antagonist – blocks human EPAC1 exchange factor | O95398 | EPAC1 GEF assay, Rap1b-BODIPY-GDP exchange fluorescence | Potency, µM (titrated, usually from 115 µM), for the others: top-dose activity change, negative = inhibition, actives largely listed as inhibitors | 360,000 compounds, 0.14% hits;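 note: plate controls were vehicle for no effect and positive control for full effect; nearly all actives have a fitted effect of over 50% in size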
PTHR1 ag – agonists of human PTHR1 parathyroid hormone receptor; Q03431; HEK293 GP2 PTHR1 cells, GloSensor cAMP luminescence, 1 h; Potency, µM (top dose mostly 115 µM), inactives show at the highest dose activation, usual class: activators; 410,000 compounds, 0.075% hits; AID 743266; note: nearly all actives have a fitted effect of over 55% in size; some results filed as inactive show a strong effect at the top dose; inactives centre near -15; many of its hits are not listed in these tables
Target sequence (Q03431 whole entry, looked up): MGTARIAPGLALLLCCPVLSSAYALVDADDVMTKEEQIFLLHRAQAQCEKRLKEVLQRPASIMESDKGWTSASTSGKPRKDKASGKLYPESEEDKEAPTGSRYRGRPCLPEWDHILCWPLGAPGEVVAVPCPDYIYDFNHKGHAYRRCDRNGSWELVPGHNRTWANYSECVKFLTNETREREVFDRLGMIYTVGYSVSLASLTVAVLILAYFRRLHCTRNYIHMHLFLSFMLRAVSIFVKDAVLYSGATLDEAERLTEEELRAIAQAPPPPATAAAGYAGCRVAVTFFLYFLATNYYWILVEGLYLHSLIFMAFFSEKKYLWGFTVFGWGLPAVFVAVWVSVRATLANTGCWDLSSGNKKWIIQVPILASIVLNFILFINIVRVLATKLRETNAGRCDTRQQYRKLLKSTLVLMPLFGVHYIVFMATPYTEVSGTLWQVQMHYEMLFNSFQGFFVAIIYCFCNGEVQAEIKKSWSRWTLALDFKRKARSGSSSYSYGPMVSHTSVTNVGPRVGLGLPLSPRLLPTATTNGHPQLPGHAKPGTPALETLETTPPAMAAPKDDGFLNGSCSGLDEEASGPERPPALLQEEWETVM
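HEK-293-derived GP2 cells expressing PTHR1 and a GloSensor cAMP reporter, 3,000/well, plated overnight, given luciferin plus IBMX (each 0.5 mM as added) for 1 h at 37 °C, then compound for 1 h at 37 °C. Luminescence was read after 15 min at room temperature.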
aSyn rescue – alpha-synuclein toxicity inhibition in yeast. Yeast expressing alpha-synuclein, growth rescue, BacTiter-Glo, 24 h. Potency, µM (highest dose often 46.1 µM), for the others: top-dose growth rescue (activation), actives largely listed as activators. 370,000 compounds, 0.14% hits; note: % of control where 0% means no effect; nearly all actives have a fitted effect of over 65% in size
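Screening used galactose-induced yeast with toxic alpha-synuclein levels, exposed to compound for 24 hr at 30 deg C. Cell growth, read with BacTiter-Glo luminescence, gave the measured signal.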
FUS suppressor – rescues growth of FUS-expressing yeast; AID 1347120; Potency, µM (top dose mostly 76.6 µM), inactives show at the top dose growth rescue (activation), usual class: activators; 390,000 compounds, 0.24% hits; S. cerevisiae FUS-expressing, growth rescue, OD600, 24 h;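 note: plate controls were DMSO vehicle for no effect and reference control for full effect; nearly all actives have a fitted effect of over 55% in size; some results filed as inactive show a strong effect at the top dose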
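Yeast FUS proteinopathy model; galactose-induced FUS (2%), starting OD 0.005. Cpds in dilution series, 24hr, 30C, 99% humidity. Abs 600 nm growth. Pos ctrl CP55940 (top 92uM final); neg ctrl DMSO.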
EPAC2 antag – EPAC2 (human) antagonism; Potency, µM (doses to about 114 µM), inactives show at the top dose activity, negative = inhibition, hits mostly inhibitors; 360,000 compounds, 0.18% hits; EPAC2 GEF exchange of Rap1B-BODIPY-GDP, fluorescence; note: % is set by controls: 0 for no effect and ±100 for the full control effect; nearly all actives have a fitted effect of over 45% in size; many of its hits are not listed in these tables
EPAC1 ag – agonists of human EPAC1 | Potency, µM (doses to about 154 µM), for inactives: top-dose activation, usual class: activators | O95398 | 360,000 compounds, 0.073% hits | EPAC1 agonist qHTS, biochemical assay; response scale: 100% = response to 6.5 mM cAMP | AID 720707; note: nearly all actives have a fitted effect of over 60% in size
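Fluorescent GDP-exchange assay: 100 nM EPAC1 with 250 nM Rap1B preloaded with BODIPY-GDP and 50 uM GDP; compounds tested as concentration series, 5 min at room temperature, then read every 5 min for 30 min (ex 480/em 540 nm); normalized to 6.5 mM cAMP.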
TDP43 rescue – TDP-43 toxicity inhibition in yeast; TDP-43 expressing yeast growth rescue, BacTiter-Glo, 24 h; Potency, µM (series often up to 46.1 µM), inactives show at the highest dose growth rescue (activation), most hits filed as activators; 410,000 compounds, 1.8% hits; note: % of control where 0% means no effect; nearly all actives have a fitted effect of over 50% in size
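Galactose-induced TDP-43 yeast, OD600=0.02, compound pinned; 24 hr, 30 deg C; BacTiter-Glo luminescence for growth. Inhibitors of TDP-43 toxicity read as activators.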
* marks the source's active call; other numbers are inactive results; i = inactive; ? = inconclusive; . = not tested or not shown; & = joins results of further samples; [ ] = another dose, or the depositor's remark. Calls come from the whole dose curve; as a rule, active = well fitted curve in the direction sought with a large enough effect; inconclusive = small, poorly fitted or top-dose-only effect, or another doubt; inactive = no such curve, though single readings can be large; an effect the other way counts as inactive or inconclusive. Potency is the fitted concentration of half-maximal effect.

Results follow in this order: EPAC2 agonist	EPAC1 antagonist	PTHR1 ag	aSyn rescue	FUS suppressor	EPAC2 antag	EPAC1 ag	TDP43 rescue
- Cc1ccccc1C(=O)N1CCN(c2ccc(NC(=O)c3ccc4c(c3)OCCO4)cc2)CC1
    -5%	-12%	-40%[inhibitor]	8%	17%	0%	13%	12%
- COc1ccc(C(=O)/C=C/Nc2cc(C)on2)c(OC)c1
    2%	9%	-11%[57.5 µM]	13µM*	20%	7%	3%	?
- CC(C)c1nc2sc3c(c2c(=O)n1N)CC(C)(C)OC3
    8%	-14%	i	0%	0%	1%	2%	3%
- COCCCN(C(C)=O)c1nc(-c2ccc(OC)cc2)cs1
    12%	-8%	-4%	-6%	26%	-5%	14%	11µM*
- COc1ccc(CNC(=O)c2cccc3c(-c4cnn(C)c4)coc23)cc1OC
    2%	-15%	-21%	12%	35%	-10%	0%	0%
- O=C(NCc1ccccc1)/C(=C\c1ccccc1)NC(=O)c1ccco1
    -1%	?	i	1%	-7%	11%	11%	9%
- COc1ccc(C2/C(=C(\O)c3ccc4c(c3)OCCO4)C(=O)C(=O)N2CCCn2ccnc2)cc1 (centres undefined)
    3%	3%	-22%	-6%	22%	-6%	12%	-13%
- CCOC(=O)N1CCC(NS(=O)(=O)c2cc3c(cc2Br)CCN3C(=O)CC)CC1
    -1%	10%	-16%	-1%	.	8%	-5%	0%
- O=C(COc1ccc2oc3c(c2c1)CCCC3)Nc1cccc(Br)c1
    .	.	-15%	6%	4%	.	.	10%
- O=S(=O)(NCc1ccccc1)c1cccc2cccnc12
    0%	-11%	i	9%	.	0%	-5%	16%
- O=C(NCCCn1ccnc1)C1CCCN(S(=O)(=O)c2cc(Cl)ccc2Cl)C1 (centres undefined)
    10%	23%	-34%[inhibitor]	-3%	21%	-1%	4%	0%
- Cc1cccc(Nc2nnc(SCC(=O)NC(=O)Nc3ccc4c(c3)OCCO4)s2)c1
    -7%	-17%	i	2%	-6%	-3%	0%	10%
- CCCCn1c(N)c(N(CCOC)C(=O)CSCC(=O)Nc2cccc(C)c2)c(=O)[nH]c1=O
    8%	0%	-17%	-11%	3%	6%	-3%	6%
- CCN(C(=O)COC(=O)c1cnc(C)cn1)c1c(N)n(Cc2ccccc2)c(=O)[nH]c1=O
    4%	-12%	-14%	-1%	3%	4%	5%	7%
- Cc1ccc(NC(=O)c2cc3cccc([N+](=O)[O-])c3[nH]2)cc1
    -1%	3%	-30%	-11%	-20%	5%	11%	20%
- CC(CP(=O)(O)O)NC(=O)Cc1ccccc1 (centres undefined)
    8%	11%	i	-4%	21%	0%	7%	21%
- COc1ccccc1NC(=O)CCN1C(=O)/C(=C/c2cc(OC)c(OC)c(OC)c2)SC1=S
    13%	-9%	i	4%	-15%	5%	7%	-6%
- C=CCN(CC=C)C(=O)CN1C(=O)NC(Cc2c[nH]c3ccccc23)C1=O (centres undefined)
    -2%	21%	i	3%	-25%	-2%	1%	-13%
- C[C@@H]1CN([C@@H](C)CO)S(=O)(=O)c2ccc(Br)cc2O[C@H]1CN(C)C(=O)c1cccc(F)c1
    1%	-21%	-19%	5%	26%	-19%	7%	10%
- O=C(Cc1cnc2ncnn2c1)N1CCc2c([nH]c3ccccc23)C1c1ccccn1 (centres undefined)
    5%	1%	-8%	1%	11%	-7%	3%	-12%
- COc1ccc(NS(=O)(=O)c2ccc(NC(=S)NC(=O)CC(C)C)cc2)cc1
    15%	-26%	i	19%	-18%	-19%	19%	?
- Cc1ccnc(NC(=O)Cc2c(F)cccc2Cl)c1
    8%	3%	-31%	-1%	14%	-6%	6%	0%
- COc1cc(C(=O)OCC(=O)NC(=O)C2CCCCC2)ccc1OC(F)F
    -9%	-3%	-38%[inhibitor]	0%	-43%	-11%	-11%	4%
- CCN(CC)CCNCc1ccc(OCc2ccc(Cl)nc2)c(OC)c1
    12%	-6%	i	-1%	-1%	3%	9%	-6%
- CC(C)c1ccc(-c2nnc(N)s2)cc1
    14%	1%	-13%	-14%	.	18%	-16%	3%
- CCOC(=O)N1CCN(CC(=O)Nc2nc3ccc(OC)cc3s2)CC1
    0%	-14%	-91%[inhibitor]	1%	-1%	5%	-15%	17%
- Cc1ccc(NC(=O)c2ccc(F)cc2)nc1
    3%	10%	-39%[inhibitor]	-9%	-21%	24%	-19%	-9%
- COc1ccc(C2C(C(=O)N3CCOCC3)CCC(=O)N2c2ccc(OC)cc2)cc1 (centres undefined)
    -6%	-3%	i	0%	14%	5%	0%	4%
- Cc1cc(F)ccc1NCC(=O)Nc1ccccc1Br
    11%	-2%	i	13%	.	-7%	-1%	?
- O=C(CSc1nc(Nc2ccccc2)nc(N2CCOCC2)n1)Nc1ccccc1Cl
    12%	8%	-14%[57.5 µM]	1%	1%	-6%	1%	-14%

Full records as entered above:
COCCCN(C(C)=O)c1nc(-c2ccc(OC)cc2)cs1 is listed with EPAC2 agonist: 12%; EPAC1 antagonist: -8%; PTHR1 ag: -4%; aSyn rescue: -6%; FUS suppressor: 26%; EPAC2 antag: -5%; EPAC1 ag: 14%; TDP43 rescue: 11µM*
O=S(=O)(NCc1ccccc1)c1cccc2cccnc12 is listed with EPAC2 agonist: 0%; EPAC1 antagonist: -11%; PTHR1 ag: i; aSyn rescue: 9%; FUS suppressor: .; EPAC2 antag: 0%; EPAC1 ag: -5%; TDP43 rescue: 16%

Further structures:
Results follow in this order: EPAC2 agonist	EPAC1 antagonist	PTHR1 ag	aSyn rescue	FUS suppressor	EPAC2 antag	EPAC1 ag	TDP43 rescue
- CC(C)C(NC(=O)c1ccccc1F)C(=O)NCCCn1ccnc1 (centres undefined)
    -7%	-10%	i	2%	11%	11%	-5%	21%
- S=C(NC1CCCCCC1)NC1CCCC1
    0%	5%	-14%	0%	7%	6%	11%	3%
- C=CCN1C(=O)/C(=C\c2ccc(Oc3nc(N4CCOCC4)nc(N4CCOCC4)n3)c(OC)c2)SC1=S
    0%	11%	i	0%	-11%	2%	6%	-11%
- O=C1C=CC(=O)N1c1ccc(Nc2ccccc2)cc1
    7%	-13%	i	-74%[inhibitor]	37%	-13%	13%	-94%[inhibitor]
- CSc1ccc(CN2CCN(C3CCCC3)C(CCO)C2)cc1 (centres undefined)
    1%	-28%	i	0%	18%	4%	-23%	-12%
- COC(=O)C(Cc1ccc(OC(=O)c2ccccc2Cl)cc1)N1Cc2ccccc2C1=O (centres undefined)
    21%	-16%	-25%	9%	15%	-21%	10%	-7%
- CC(=O)Nc1ccc(/C=C(\C#N)C(=O)NC2CCCCC2)cc1
    -2%	-3%	-1%	3%	15%	-4%	1%	0%
- O=C1C2CCCCN2C(=O)N1CCCCN1CCN(c2ccc([N+](=O)[O-])cc2)CC1 (centres undefined)
    4%	-1%	-20%[57.5 µM]	3%	16%	9%	-9%	5%
- COc1ccc(C(O)c2nc(-c3cccc(F)c3)cs2)cc1 (centres undefined)
    28%	-13%	-27%	?	0%	-6%	-6%	14µM*
- N#Cc1cc(S(=O)(=O)N2CCOCC2)ccc1N1CCOCC1
    -2%	-19%	i	7%	8%	2%	-10%	-22%
- Cc1cc(NC(=O)c2sc3ccccc3c2O)no1
    3%	23%	-20%	-5%	16%	2%	7%	-51%[inhibitor]
- O=C1NC(c2cccc([N+](=O)[O-])c2)=CCN1c1ccccc1O
    1%	-4%	-4%	1%&3%	-16%	1%	-10%	0%
- O=C(Nc1ccccc1)c1ccc(NCC2CCCO2)c(S(=O)(=O)N2CCOCC2)c1 (centres undefined)
    -1%	0%	i	9%	11%	-4%	10%	12%
- CC(=O)C(Cc1ccccc1)NC(=O)COC(=O)CCN1C(=O)C2CC=CCC2C1=O (centres undefined)
    13%	-3%	-19%	-5%	22%	8%	3%	24%
- CC(=O)NS(=O)(=O)c1ccc(NC(=O)/C=C/c2ccccc2Cl)cc1
    1%	-7%	?	-3%	29%	-11%	-5%	-2%
- CCc1nc(OCC(=O)c2ccccc2)c(C#N)c2c1COC(C)(C)C2
    5%	?	-12%[57.5 µM]	-3%	-2%	-5%	1%	-10%
- Cc1ccc2nc(-c3ccc(NC(=O)CN4CCN(C(=O)c5ccco5)CC4)cc3)sc2c1
    -6%	?	-35%[inhibitor][57.5 µM]	1%	18%	-4%	-6%	0%
- CS(=O)(=O)/C(C#N)=C/c1cccn1S(=O)(=O)c1ccc([N+](=O)[O-])cc1
    5%	-2%	i	1%	-6%	0%	-10%	7%
- O=C(O)C1CC=CCC1C(=O)Nc1ccc2c(c1)CCC2 (centres undefined)
    -2%	-3%	i	-3%	1%	1%	-5%	9%
- COc1ccc2c(c1)CCC(=O)[C@H](O)C[C@H](c1ccccc1)OC2=O
    2%	-4%	4%	-4%	1%	-3%	-21%	?
- COc1ccc(CNC(=O)C2CCCN(c3nn4c(=O)cc(C)nc4s3)C2)cc1 (centres undefined)
    6%	-3%	i	0%	24%	-5%	-3%	4%
- COc1cc(CN2CCC(CO)(Cc3cccc(C(F)(F)F)c3)CC2)ccc1F
    1%	-3%	i	14%	-6%	6%	-13%	1%
- CCCCCOc1ccc(NC(=O)C(=O)NCCCn2ccnc2)cc1
    4%	2%	?	2%	19%	7%	9%	-26%
- COc1ccc(N2CCN(Cc3cc(=O)oc4ccc5ccccc5c34)CC2)cc1
    1%	-17%	-15%[57.5 µM]	-4%	27%	-22%	5%	-24%
- CCOC(=O)C1=C(C)NC(C)=C(C(=O)OCC)C1c1ccc(O)cc1
    2%	-1%	-7%	-4%	2%	-3%	-3%	7%
- CCC(C)NC(=O)C1(N2C(=O)c3ccccc3C2=O)CCCC1 (centres undefined)
    5%	0%	-18%	0%	6%	13%	3%	5%
- COC(=O)[C@@]12C[C@@H](CC(=O)NCc3cccc4ccccc34)C(=O)N(Cc3ccco3)C1=CCC(C)(C)C2
    7%	-8%	-20%	0%	?	-23%	-2%	15%
- CC(C)NC(=O)c1ccccc1NS(=O)(=O)c1ccc(Br)s1
    -10%	-2%	-42%[inhibitor]	-13%	.	10%	4%	26%
- COC(=O)[C@H](CC(C)C)NC(=O)NCCCc1ccccc1
    5%	3%	i	-3%	-10%	2%	1%	9%

Source: PubChem BioAssay

The list is partial. The share of hits here may be higher or lower than overall.
